PLCg1 inh = PLC-gamma1 enzyme inhibitors, primary screen, biochemical, fluorescence, purified enzyme | 1-phosphatidylinositol 4,5-bisphosphate phosphodiesterase gamma-1 (Homo sapiens), P19174 | fluorogenic substrate | inhibition, % at 12.2 µM | 370,000 compounds, 0.84% hits | AID 720700, 2013; in the data active means inhibition above about 9.5%
Target sequence (P19174 whole entry, looked up): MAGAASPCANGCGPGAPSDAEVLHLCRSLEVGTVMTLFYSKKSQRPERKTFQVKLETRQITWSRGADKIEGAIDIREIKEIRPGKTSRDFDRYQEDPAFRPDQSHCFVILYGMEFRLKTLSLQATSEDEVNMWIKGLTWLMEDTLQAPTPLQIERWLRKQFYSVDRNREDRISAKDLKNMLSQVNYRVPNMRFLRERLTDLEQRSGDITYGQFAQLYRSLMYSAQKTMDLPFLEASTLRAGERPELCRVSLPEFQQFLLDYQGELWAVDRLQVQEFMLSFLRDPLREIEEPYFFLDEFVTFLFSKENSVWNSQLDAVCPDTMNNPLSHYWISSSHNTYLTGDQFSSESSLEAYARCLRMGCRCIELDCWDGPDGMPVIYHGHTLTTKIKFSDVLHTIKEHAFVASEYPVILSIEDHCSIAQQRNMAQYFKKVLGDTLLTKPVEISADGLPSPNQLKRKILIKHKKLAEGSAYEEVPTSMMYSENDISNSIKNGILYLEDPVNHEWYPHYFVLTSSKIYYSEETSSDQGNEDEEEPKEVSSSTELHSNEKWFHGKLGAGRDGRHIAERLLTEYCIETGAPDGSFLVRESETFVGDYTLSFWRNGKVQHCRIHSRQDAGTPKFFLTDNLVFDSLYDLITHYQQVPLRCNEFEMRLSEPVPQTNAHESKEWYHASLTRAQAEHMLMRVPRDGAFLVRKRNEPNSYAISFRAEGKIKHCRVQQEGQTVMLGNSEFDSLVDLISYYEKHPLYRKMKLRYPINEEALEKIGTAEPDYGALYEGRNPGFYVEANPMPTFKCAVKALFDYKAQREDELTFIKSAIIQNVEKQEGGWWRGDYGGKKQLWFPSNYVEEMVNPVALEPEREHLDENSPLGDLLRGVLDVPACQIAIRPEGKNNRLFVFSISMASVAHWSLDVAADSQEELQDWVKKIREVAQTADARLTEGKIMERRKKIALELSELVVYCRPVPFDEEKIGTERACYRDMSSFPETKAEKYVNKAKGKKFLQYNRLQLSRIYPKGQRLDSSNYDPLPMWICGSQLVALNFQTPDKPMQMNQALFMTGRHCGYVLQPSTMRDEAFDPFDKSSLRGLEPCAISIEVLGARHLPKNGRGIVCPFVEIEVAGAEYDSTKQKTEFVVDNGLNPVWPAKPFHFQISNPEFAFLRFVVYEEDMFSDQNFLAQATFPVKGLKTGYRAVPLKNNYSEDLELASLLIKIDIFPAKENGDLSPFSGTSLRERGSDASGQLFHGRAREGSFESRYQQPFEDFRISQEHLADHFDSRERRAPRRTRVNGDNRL
KLK7 zymogen act = proKLK7 zymogen activators, primary screen, biochemical, fluorescence intensity; purified proKLK7, EDANS-DABCYL substrate fluorescence; 100% is mature enzyme control, 0% vehicle; activation, % at 7 µM; 370,000 compounds, 0.9% hits; Kallikrein-7 (Homo sapiens), P49862;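 active means activation above the mean of all tested compounds plus 3 SD, computed per campaign excluding outliers beyond control limits, cut at about 13% in these data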
ADAM17 inh = ADAM17 inhibitors, primary screen, biochemical, QFRET; Disintegrin and metalloproteinase domain-containing protein 17 (Homo sapiens), P78536; recombinant ADAM17, EDANS/DABCYL FRET peptide cleavage; inhibition, % at 6.95 µM; 370,000 compounds, 0.83% hits;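 active means inhibition above the mean of compounds lying between control limits plus 3 SD, set per campaign, cut at about 8.5% in these data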;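 further: 0% = DMSO-only wells as the low control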
ASAP1 GAP inh = inhibitors of human ASAP1 ArfGAP activity, primary screen, biochemical, fluorescence polarization | inhibition, % at 16.5 µM | AID 624377, 2012 | Arf-GAP with SH3 domain, ANK repeat and PH domain-containing protein 1 (Homo sapiens), … | ASAP1-stimulated ARF1 GTP hydrolysis, GDP FP detection | 360,000 compounds, 0.19% hits; in the data active means inhibition above about 25%;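 further: 0% = vehicle with enzyme and substrate and 100% = no enzyme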
ARFGAP1 inhibitor = inhibitors of rat ARFGAP1 GAP activity, primary screen, biochemical, fluorescence polarization, GDP tracer; ADP-ribosylation factor GTPase-activating protein 1 (Rattus norvegicus), Q62848; 360,000 compounds, 0.26% hits; inhibition, % at 16.5 µM; AID 651572, 2012; Arfgap1-stimulated ARF1 GTP hydrolysis, GDP FP detection;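 active means inhibition above a per-plate limit, mean inhibition of low control wells plus 3 SD, cut at about 25% in these data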;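 further: 0% = DMSO wells with enzyme and 100% = wells lacking Arfgap1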
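Material: rat Arfgap1 catalytic domain, aa 1-136; also added: human ARF1(Δ1-17)-GTP substrate; compound dosing: one concentration, 16.5 µM, DMSO 1.26%; incubation: GTP hydrolysis reaction 2 h at 25 °C; measured by: Tracer-displacement fluorescence polarization with EDTA stop, 620/688 nm; evaluation: % inhibition from polarization; repeats: one replicate per compound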
DDE Tn7 FP inh = inhibitors of Tn7 peptide binding to fibrin DD(E), primary screen, biochemical, fluorescence polarization, human fibrin, Tn7 probe | Fibrinogen beta chain (Homo sapiens), P02675 | FP displacement of FITC-Tn7 peptide from fibrin DD(E); 0% = median of compound wells per plate | inhibition, % at 8.3 µM | 370,000 compounds, 0.13% hits | AID 720508, 2013;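 active means inhibition above the mean of compounds falling within the control limits plus 3 SD of them, cut at about 14% in these data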;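 further: 0% = plate median of compound wells and 100% = 10 µM Aha-Tn7 peptide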
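Test system – human fibrin DD(E) · Times – 10 min preincubation, 3 h with tracer, room temperature · Detection – fluorescence polarization of the labelled Tn7 tracer · Measure – percent inhibition normalized to high-control wells · Benchmarks – high control wells with 10 µM unlabelled Aha-Tn7 peptide (full inhibition) · Repeats – singlicate testing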
ADAM10 inh = human ADAM10 inhibitors, primary screen, biochemical, QFRET, HTS | Disintegrin and metalloproteinase domain-containing protein 10 (Homo sapiens), O14672 | recombinant ADAM10, EDANS/DABCYL FRET peptide cleavage, 3 h | inhibition, % at 7 µM | 370,000 compounds, 0.62% hits | AID 720582, 2013;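 active means inhibition above a per-campaign cutoff equal to the mean of compounds falling between control-based bounds plus 3 SD, cut at about 20% in these data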;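 further: 0% = DMSO wells while the 100% control is not disclosed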
TDP2 absorb = human TDP2 enzyme inhibitors, primary screen, biochemical, epi absorbance, recombinant enzyme; Tyrosyl-DNA phosphodiesterase 2 (Homo sapiens), O95551; T5PNP hydrolysis, p-nitrophenol absorbance 415 nm; inhibition, % at 12.8 µM; 370,000 compounds, 0.34% hits; AID 720702, 2013;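 active means inhibition above the mean of all tested compounds plus 3 SD, set per campaign, cut at about 25% in these data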;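 further: 0% = DMSO with enzyme and 100% = buffer with substrate but no TDP2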
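Assay system: recombinant human TDP2 / Reagent: T5PNP substrate at 5 mM, a TopII-DNA adduct mimic / Measured by: epi absorbance from released p-nitrophenol / Evaluation: % inhibition relative to enzyme-containing and enzyme-free wells / Control set: enzyme-free and DMSO wells / Replicates: each compound tested once, singlicate / Schedule: enzyme reaction with compound for 2 h at 37 °C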
DDE Tn6 FP inh = inhibitors of Tn6 peptide binding to fibrin DD(E), primary screen, biochemical, fluorescence polarization, human fibrin, Tn6 probe. Fibrinogen beta chain (Homo sapiens), P02675. Fibrin DD(E) TRITC-Tn6 fluorescence polarization displacement. inhibition, % at 8.3 µM. 370,000 compounds, 0.21% hits;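 active means inhibition above a per-campaign cutoff: mean of compounds within control limits plus 3 SD, cut at about 15% in these data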;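 further: 0% = median of all compound wells on the plate and 100% = blocking peptide control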
LEDGF integ inh = blockers of LEDGF/p75-dependent integrase strand transfer – biochemical, TR-FRET, high throughput, primary screen; HIV-1 integrase (with human LEDGF/p75); TR-FRET IN-LEDGF/p75 DNA integration, Eu/Cy5; inhibition, % at 3.7 µM; 370,000 compounds, 0.64% hits; AID 743269, 2014;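 active means inhibition above the screen-wide mean plus 3 SD, cut at about 13% in these data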;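 further: signal is the Cy5 over europium emission ratio at 671 and 618 nm; 0% = plate median of compound wells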
An asterisk follows results filed as active.

SMILES | PLCg1 inh | KLK7 zymogen act | ADAM17 inh | ASAP1 GAP inh | ARFGAP1 inhibitor | DDE Tn7 FP inh | ADAM10 inh | TDP2 absorb | DDE Tn6 FP inh | LEDGF integ inh
C=CCNC(=S)N(C1CCCCC1)C1CCCCC1 | -1 | -0.1 | -4 | -11 | -6 | 3 | -1 | 2 | 1 | -3
Cc1ccc(CN2C(=O)CSC2c2ccccc2F)cc1 (configuration not stated) | 7 | 0.3 | 2 | -4 | 9 | -6 | 1 | -11 | 7 | 5
CC1(C)C2CCC1(C)C(OC(=O)c1ccccc1C(=O)O)C2 (configuration not stated) | -1 | 0.5 | -5 | -17 | 6 | -3 | -6 | 22 | -3 | -2
COc1cccc(N/N=C/c2cccc(Br)c2O)c1 | -4 | -0.4 | -5 | -1 | 2 | 3 | -7 | 3 | 0 | -3
O=C(Nc1cc(C(=O)N2CCOCC2)ccc1N1CCCC1)c1cccs1 | -6 | -0.2 | 2 | -11 | 16 | -5 | -3 | -13 | 9 | 3
O=C(Nc1nccs1)c1cccnc1Cl | 3 | -0.1 | 1 | -11 | -4 | -1 | 3 | 0 | 8 | 5
Cc1cnc(NC(=O)Cc2c[nH]c3ccccc23)s1 | 1 | 0.4 | 1 | 9 | -3 | 1 | 5 | 8 | -3 | 3
COc1cc(NC(=O)c2cccc(Cl)c2)c(OC)cc1NC(=O)CN1CCOCC1 | -12 | 0.0 | -7 | 6 | -7 | 8 | 2 | 7 | 5 | -1
CCCOc1cccn2c(N(C=O)Cc3ccc(OC)cc3)c(CC)nc12 | -3 | 0.2 | 0 | -7 | 1 | -3 | -7 | 0 | -4 | 3
Clc1ccccc1C1Nc2cccc3cccc(c23)N1 | -10 | -0.9 | 2 | 15 | 5 | -7 | 9 | 11 | -3 | 4
CNC1=C(N(C(C)=O)c2ccc(Br)cc2)C(=O)c2ccccc2C1=O | 6 | -0.6 | -2 | 9 | -6 | 8 | -5 | 53* | 3 | 23*
Cn1c(SCc2ccccc2)nnc1C1CCCNC1 (configuration not stated) | 2 | -0.1 | -6 | -6 | 2 | 1 | -2 | 4 | 4 | 0
O=C(Nc1ccc(CN2CCOCC2)cc1)c1ccc2ccccc2c1 | -5 | 0.9 | -6 | 3 | 5 | 6 | -7 | 4 | -1 | -4
CCN(c1ccccc1)S(=O)(=O)c1ccc(OC)c(NC(=O)c2cc(F)c(F)c(F)c2F)c1 | 8 | -0.8 | 0 | 1 | -11 | -3 | 16 | 6 | -7 | 3
COCCNC(=O)CC(c1ccccc1)c1ccccc1 | 2 | 0.1 | 1 | 10 | 9 | 9 | 3 | -1 | -1 | 2
Cc1c(O)c2c3c(cccc3c1O)C(=O)N(c1ccccc1)C2=O | -283 | 0.1 | -27 | 5 | -2 | 0 | -100 | -1 | 4 | 0
CCN1CCc2c(sc(NC(=O)c3ccc(S(=O)(=O)N4CCCCCC4)cc3)c2C(=O)NC)C1 | -371 | -0.5 | -4 | 1 | 16 | 2 | -10 | -9 | -12 | -7
O=C1CC(N2CCN(Cc3ccccc3)CC2)C(=O)N1c1ccc2c(c1)OCCO2 (configuration not stated) | 0 | 0.2 | -6 | 6 | -4 | 2 | 1 | 10 | -1 | 1
CCC(C)N(C(=O)Cn1nnc(-c2ccc(F)cc2)n1)C1CCS(=O)(=O)C1 (configuration not stated) | 3 | -0.1 | 1 | 6 | 4 | -11 | 4 | -3 | 2 | 6
CC(=O)OCC1=C(C(=O)O)N2C(=O)[C@@H](NC(=O)CSc3ccncc3)[C@H]2SC1 | -5 | 1.1 | -6 | 1 | -3 | 2 | -19 | -3 | 1 | 9
COc1ccccc1NC(=O)CSc1nnc(Cn2cnc3ccccc32)n1C | -1 | 0.3 | -2 | -2 | 12 | 2 | 13 | -6 | 8 | 1
CCc1ccccc1N1C[C@@]23C=C[C@@H](O2)C(C(=O)OCC(C)C)[C@H]3C1=O (some centres not stated) | 1 | 0.5 | -3 | -6 | 3 | 0 | -8 | 0 | 8 | -3
O=C(CSc1nnc(-c2cccs2)o1)NCc1ccco1 | 4 | 0.2 | -3 | 1 | 6 | 4 | -20 | -7 | 10 | -8
O=C(CC(NCCc1ccccc1)C(=O)O)Nc1ccc(O)cc1 (configuration not stated) | -4 | 0.0 | -6 | 2 | 2 | 0 | -3 | -3 | -9 | 0
CCCNCC(=O)Nc1cccc(S(=O)(=O)NC2=NCCCCC2)c1 | 4 | -0.8 | -3 | 6 | -3 | -4 | -12 | 5 | -1 | -2

Other results follow:
SMILES | PLCg1 inh | KLK7 zymogen act | ADAM17 inh | ASAP1 GAP inh | ARFGAP1 inhibitor | DDE Tn7 FP inh | ADAM10 inh | TDP2 absorb | DDE Tn6 FP inh | LEDGF integ inh
N/C(=N\OC(=O)c1ccccc1)c1ccn[nH]1 | 0 | 0.4 | -5 | -2 | 0 | 1 | -4 | -19 | -6 | 2
FC(F)Oc1ccc(NC(=S)NC2CCCCCCC2)cc1 | 2 | 0.1 | 7 | 13 | 16 | -3 | 9 | 7 | 12 | 0
O=C(NCC1CCCN(Cc2cccc(F)c2)C1)c1cccc2ccccc12 (configuration not stated) | 3 | 0.5 | -1 | 6 | -13 | -4 | -8 | 7 | 5 | 2
O=C(O)c1ccccc1C(=O)c1ccc(N2CCCC2)c([N+](=O)[O-])c1 | 1 | 0.0 | 3 | 14 | 4 | -2 | 4 | 5 | -3 | 2
O=C(NCc1nnc(SCC(=O)N2CCc3ccccc32)o1)c1cccs1 | 3 | -0.2 | -5 | 3 | 10 | -5 | -3 | -2 | -5 | 1
Cc1ccccc1NC(=O)c1ccccn1 | 2 | -0.2 | -2 | 6 | 6 | 3 | 3 | 3 | 0 | 2
O=C(NC1CCCCC1)C(c1ccncc1)N(C(=O)Cc1cccs1)c1ccccc1 (configuration not stated) | -3 | 0.6 | -3 | -2 | -12 | 12 | 6 | 1 | 1 | 1
O=C(/C=C/c1ccco1)OCC(=O)c1ccc(OC(F)F)cc1 | -6 | 0.2 | 0 | -14 | 10 | -6 | 1 | -2 | -4 | 2
COc1cc(NC(=O)c2cc(OC)c(OC)c(OC)c2)cc(-n2cnnn2)c1 | -2 | -0.7 | 0 | -6 | 5 | 1 | 0 | 8 | 2 | 2
O=c1[nH]nc(-c2ccc([N+](=O)[O-])o2)c(=O)[nH]1 | -6 | -0.1 | -3 | -15 | 6 | 2 | -1 | -10 | 1 | -1
Cc1nnsc1C(=O)NNS(=O)(=O)c1ccccc1 | 2 | 0.2 | -2 | -7 | -10 | 0 | -3 | 9 | 2 | -2
O=C1N(Cc2cccc(Cl)c2)C[C@@H]2C[C@@H](c3ccco3)N3CCC[C@@]123 | 1 | 0.2 | -2 | 8 | -4 | -1 | 0 | 0 | -4 | 1
COc1ccc(CCN(CC(=O)NCc2ccc(F)cc2)C(=O)c2snc(C(N)=O)c2N)cc1OC | -8 | 0.9 | -11 | 1 | 3 | -6 | -46 | 5 | -6 | 0
O=C(c1ccccc1)c1nn(-c2cccc(Cl)c2)c2nc(-c3ccccc3)cc(=O)n12 | 4 | 0.6 | -4 | 1 | -1 | 7 | -3 | 10 | -11 | 1
CN(C)CCNC(=O)Cc1ncc(C(F)(F)F)cc1Cl | -3 | 0.5 | -4 | -3 | 8 | 0 | 5 | -4 | -10 | 1
COc1ccc(N2CCN(C(=O)c3cc4c(-c5ccc(Cl)cc5)nn(C)c4s3)CC2)cc1 | -3 | -0.4 | 0 | -3 | 6 | 4 | -8 | 10 | 1 | 4
O=C(NC(Cc1ccccc1)C(=O)O)c1ccco1 (configuration not stated) | 1 | -0.2 | 2 | -13 | 8 | -3 | -6 | -8 | 1 | -2
N#CCCn1cc(C(=O)N2CCOCC2)c(-c2ccc3c(c2)OCCO3)n1 | 1 | -0.5 | -3 | -13 | 0 | -2 | 2 | 25* | 2 | 2

Filtered by structure, the compounds so far containing a thiophene ring, fused or not (6)
SMILES | PLCg1 inh | KLK7 zymogen act | ADAM17 inh | ASAP1 GAP inh | ARFGAP1 inhibitor | DDE Tn7 FP inh | ADAM10 inh | TDP2 absorb | DDE Tn6 FP inh | LEDGF integ inh
O=C(Nc1cc(C(=O)N2CCOCC2)ccc1N1CCCC1)c1cccs1 | -6 | -0.2 | 2 | -11 | 16 | -5 | -3 | -13 | 9 | 3
CCN1CCc2c(sc(NC(=O)c3ccc(S(=O)(=O)N4CCCCCC4)cc3)c2C(=O)NC)C1 | -371 | -0.5 | -4 | 1 | 16 | 2 | -10 | -9 | -12 | -7
O=C(CSc1nnc(-c2cccs2)o1)NCc1ccco1 | 4 | 0.2 | -3 | 1 | 6 | 4 | -20 | -7 | 10 | -8
O=C(NCc1nnc(SCC(=O)N2CCc3ccccc32)o1)c1cccs1 | 3 | -0.2 | -5 | 3 | 10 | -5 | -3 | -2 | -5 | 1
O=C(NC1CCCCC1)C(c1ccncc1)N(C(=O)Cc1cccs1)c1ccccc1 (configuration not stated) | -3 | 0.6 | -3 | -2 | -12 | 12 | 6 | 1 | 1 | 1
COc1ccc(N2CCN(C(=O)c3cc4c(-c5ccc(Cl)cc5)nn(C)c4s3)CC2)cc1 | -3 | -0.4 | 0 | -3 | 6 | 4 | -8 | 10 | 1 | 4

Assay outcomes: PubChem, The Scripps Research Institute Molecular Screening Center
